Screening data from PubChem BioAssay.
ADAM17 inh – ADAM17 inhibitors, primary screen, biochemical, QFRET. 370,000 compounds, 0.83% hits. AID 720648, 2013. recombinant ADAM17, EDANS/DABCYL FRET peptide cleavage. Disintegrin and metalloproteinase domain-containing protein 17 (Homo sapiens), P78536. inhibition, % at 6.95 µM;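 active means inhibition above the mean of compounds lying between control limits plus 3 SD, set per campaign, cut at about 8.5% in these data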;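 further: 0% = DMSO-only wells as the low control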
ADAM10 inh – human ADAM10 inhibitors, primary screen, biochemical, QFRET, HTS; AID 720582, 2013; 370,000 compounds, 0.62% hits; recombinant ADAM10, EDANS/DABCYL FRET peptide cleavage, 3 h; inhibition, % at 7 µM; Disintegrin and metalloproteinase domain-containing protein 10 (Homo sapiens), O14672;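 active means inhibition above a per-campaign cutoff equal to the mean of compounds falling between control-based bounds plus 3 SD, cut at about 20% in these data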;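 further: 0% = DMSO wells while the 100% control is not disclosed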
PLC-gamma1 inh – PLC-gamma1 enzyme inhibitors, primary screen, biochemical, fluorescence, purified enzyme; 1-phosphatidylinositol 4,5-bisphosphate phosphodiesterase gamma-1 (Homo sapiens), P19174; fluorogenic substrate; inhibition, % at 12.2 µM; 370,000 compounds, 0.84% hits; AID 720700, 2013; in the data active means inhibition above about 9.5%
SIAE inh – human SIAE inhibitors, primary screen, biochemical, fluorescence polarization, FP-Rh probe, 1536-well HTS | Sialate O-acetylesterase (Homo sapiens), Q9HAT2 | SIAE FP-Rh probe binding | inhibition, % at 9.66 µM | 370,000 compounds, 0.69% hits | AID 1053197, 2014;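 active means inhibition above a cutoff: mean of compounds within the control limits plus 3 SD of those, cut at about 17% in these data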;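 further: 0% = plate median of compound wells and 100% = probe without SIAE protein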
Tn6 DDE FP – inhibitors of Tn6 peptide binding to fibrin DD(E), primary screen, biochemical, fluorescence polarization, human fibrin, Tn6 probe | inhibition, % at 8.3 µM | 370,000 compounds, 0.21% hits | Fibrin DD(E) TRITC-Tn6 fluorescence polarization displacement;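 active means inhibition above a per-campaign cutoff: mean of compounds within control limits plus 3 SD, cut at about 15% in these data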;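 further: 0% = median of all compound wells on the plate and 100% = blocking peptide control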
TDP2 inh – human TDP2 enzyme inhibitors, primary screen, biochemical, epi absorbance, recombinant enzyme; Tyrosyl-DNA phosphodiesterase 2 (Homo sapiens), O95551; T5PNP hydrolysis, p-nitrophenol absorbance 415 nm; inhibition, % at 12.8 µM; 370,000 compounds, 0.34% hits; AID 720702, 2013;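 active means inhibition above the mean of all tested compounds plus 3 SD, set per campaign, cut at about 25% in these data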;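 further: 0% = DMSO with enzyme and 100% = buffer with substrate but no TDP2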
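Material: recombinant human TDP2; quantity: TDP2 enzyme at 120 nM final; medium: Tris-HCl pH 7.5 with MgCl2; compound: single concentration, 12.8 µM nominal, with 1% DMSO; incubation: 2 h enzyme incubation at 37 °C; signal: epi absorbance; measure: percent inhibition; benchmarks: high control without enzyme, low control DMSO plus TDP2; repeats: singlicate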
ARFGAP1 inhibitor – inhibitors of rat ARFGAP1 GAP activity, primary screen, biochemical, fluorescence polarization, GDP tracer; Arfgap1-stimulated ARF1 GTP hydrolysis, GDP FP detection; inhibition, % at 16.5 µM; 360,000 compounds, 0.26% hits; AID 651572, 2012;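 active means inhibition above a per-plate limit, mean inhibition of low control wells plus 3 SD, cut at about 25% in these data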;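 further: 0% = DMSO wells with enzyme and 100% = wells lacking Arfgap1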
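Replicates: Single well per compound | Assay system: Truncated rat Arfgap1 GAP domain | Control set: No-Arfgap1 wells (100%) versus DMSO full-reaction wells (0%) | Times: Enzyme reaction 120 min at 25 °C after 20 min preincubation | Reagent: Human ARF1(Δ1-17)-GTP substrate | Measured by: Tracer-displacement fluorescence polarization with EDTA stop, 620/688 nm | Measure: Percent inhibition of Arfgap1-stimulated GTP hydrolysis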
DDE Tn7 FP inh – inhibitors of Tn7 peptide binding to fibrin DD(E), primary screen, biochemical, fluorescence polarization, human fibrin, Tn7 probe | FP displacement of FITC-Tn7 peptide from fibrin DD(E); 0% = median of compound wells per plate | 370,000 compounds, 0.13% hits | inhibition, % at 8.3 µM | Fibrinogen beta chain (Homo sapiens), P02675;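 active means inhibition above the mean of compounds falling within the control limits plus 3 SD of them, cut at about 14% in these data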;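 further: 0% = plate median of compound wells and 100% = 10 µM Aha-Tn7 peptide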
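system = human fibrin DD(E) protein | quantity = DD(E) 2 µM final | medium = Tris/NaCl/CaCl2 buffer, pH 7.8 | also added = labelled Tn7 tracer, 0.1 µM | compound dosing = single point at 8.3 µM | timing = compound with protein 10 min, then 3 h after probe, room temperature | signal = FP measurement | benchmarks = Aha-Tn7 high control | repeats = one replicate per compound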
PLCb3 inh – human PLC-beta3 inhibitors, primary screen, biochemical, fluorescence. 370,000 compounds, 0.18% hits. Purified PLC-beta3, fluorogenic substrate. inhibition, % at 12.2 µM. 1-phosphatidylinositol 4,5-bisphosphate phosphodiesterase beta-3 (Homo sapiens), Q01970. AID 720704, 2013; in the data active means inhibition above about 11%;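 further: 0% = median of compound wells on plate and 100% = full blocker control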
Target sequence (Q01970 whole entry, looked up): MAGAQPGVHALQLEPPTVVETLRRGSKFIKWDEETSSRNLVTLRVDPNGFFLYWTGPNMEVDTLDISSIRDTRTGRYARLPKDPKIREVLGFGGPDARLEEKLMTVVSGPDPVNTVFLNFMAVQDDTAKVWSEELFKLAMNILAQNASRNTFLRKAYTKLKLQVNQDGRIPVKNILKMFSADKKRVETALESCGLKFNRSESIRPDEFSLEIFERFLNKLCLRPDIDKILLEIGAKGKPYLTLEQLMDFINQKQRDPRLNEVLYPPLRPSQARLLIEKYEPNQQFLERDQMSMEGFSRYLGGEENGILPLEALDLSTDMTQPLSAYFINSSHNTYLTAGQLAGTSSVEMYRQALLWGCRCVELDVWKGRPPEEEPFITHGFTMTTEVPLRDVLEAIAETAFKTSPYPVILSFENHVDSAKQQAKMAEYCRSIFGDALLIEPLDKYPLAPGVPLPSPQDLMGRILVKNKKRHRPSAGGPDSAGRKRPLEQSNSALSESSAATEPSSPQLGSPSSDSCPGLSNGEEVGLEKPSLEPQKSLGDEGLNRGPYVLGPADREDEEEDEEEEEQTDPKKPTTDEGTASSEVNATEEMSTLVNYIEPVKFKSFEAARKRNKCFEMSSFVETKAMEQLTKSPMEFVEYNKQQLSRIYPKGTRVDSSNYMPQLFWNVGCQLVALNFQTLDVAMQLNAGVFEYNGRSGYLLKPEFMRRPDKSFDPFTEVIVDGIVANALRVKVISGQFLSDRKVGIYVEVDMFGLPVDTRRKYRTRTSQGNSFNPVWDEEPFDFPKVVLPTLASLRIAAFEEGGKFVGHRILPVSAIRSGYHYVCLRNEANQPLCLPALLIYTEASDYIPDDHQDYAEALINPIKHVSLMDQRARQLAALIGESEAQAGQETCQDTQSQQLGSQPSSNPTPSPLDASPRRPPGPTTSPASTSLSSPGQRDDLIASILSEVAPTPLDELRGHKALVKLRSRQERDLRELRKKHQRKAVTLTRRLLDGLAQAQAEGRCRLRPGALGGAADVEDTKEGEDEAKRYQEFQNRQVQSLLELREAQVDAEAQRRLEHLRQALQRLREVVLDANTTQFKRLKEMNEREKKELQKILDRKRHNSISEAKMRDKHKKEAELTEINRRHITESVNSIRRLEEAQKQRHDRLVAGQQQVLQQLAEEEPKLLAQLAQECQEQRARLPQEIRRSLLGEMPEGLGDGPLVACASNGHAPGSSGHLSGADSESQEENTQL
ASAP1 inh – inhibitors of human ASAP1 ArfGAP activity, primary screen, biochemical, fluorescence polarization; ASAP1-stimulated ARF1 GTP hydrolysis, GDP FP detection; 360,000 compounds, 0.19% hits; Arf-GAP with SH3 domain, ANK repeat and PH domain-containing protein 1 (Homo sapiens), …; inhibition, % at 16.5 µM; AID 624377, 2012; in the data active means inhibition above about 25%;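 further: 0% = vehicle with enzyme and substrate and 100% = no enzyme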
* = called active by the depositor; i = inactive; & = joins results of further samples. An unsorted share of the library (roughly 3.6% active in at least one column).

Molecule,ADAM17 inh,ADAM10 inh,PLC-gamma1 inh,SIAE inh,Tn6 DDE FP,TDP2 inh,ARFGAP1 inhibitor,DDE Tn7 FP inh,PLCb3 inh,ASAP1 inh
N#Cc1ccccc1NC(=O)CSc1nnc(-c2ccc(F)cc2)n1-c1ccccc1,-2,4,0,-4,1,4,4,-6,3,-12
CC(=O)CCC(=O)N1CCCC(CNC(=O)c2ccc(-c3ccccc3)cc2)C1 (configuration not stated),-4,5,1,-3,7,6,3,0,-3,7
CCC(=O)N1CCCC1(C)C(=O)Nc1cc(OC)ccc1OC (configuration not stated),1,-13,2,3,-9,-3,15,-9,3,-4
c1ccc(C(c2nnnn2Cc2ccco2)N2CCN(c3nc4ccccc4s3)CC2)cc1 (configuration not stated),-1,0,1,-2,0,-3,7,-5,2,0
COc1ccccc1NS(=O)(=O)c1cc(NC(=O)c2cc[n+]([O-])cc2)ccc1N1CCCC1,3,6,4,4,-2,-9,11,3,0,2
COc1ccc(CNC(=O)COC(=O)c2ccco2)cc1,-1,-10,1,0,-4,14,1,-2,-3,4
CCCCC(CC)CNC(=O)c1cc2ccccc2c(=O)o1 (configuration not stated),-6,-9,1,-3,4,1,-12,5,-4,-14
COc1cc(C2c3cc4c(cc3C3OC(=O)C2C3CO)OCO4)cc(OC)c1OC (configuration not stated),-6,-2,-2,5,-7,-1,-7,0,-1,10
O=C(Cn1cc(C(=O)COc2ccccc2)c2ccccc21)NCc1ccco1,-8,7,-5,-12,-6,4,8,3,-6,-9
CCn1cc(S(=O)(=O)Nc2cccnc2)cn1,-1,-11,3,2,2,-6,-1,6,-6,-18
COc1ccc(-c2csc(C(C)(O)c3cccc(F)c3)n2)cn1 (configuration not stated),3,6,4,2,-2,4,8,8,4,4
CC(C)(C)N1C(=O)c2ccc(C(=O)NCc3ccco3)cc2C1=O,-3,0,0,-7,-3,1,-7,1,-2,-1
CCOC(=O)c1ccc(NC(=O)c2sc3nc(N4CCOCC4)c4c(c3c2N)CCCC4)cc1,-18,-63,-68,-3,0,6,-10,0,-112,-10
Cc1cc(=S)cc(C)n1CCCO,-3,-3,-3,3,-4,10,-7,1,0,-3
Clc1nccc(NCc2ccccc2)n1,8,2,7,4,-4,-24,3,-1,-2,4
CC(=O)NN1CCc2cc3ccc(C)cc3nc21,-218,i,-186,-6,-12,-6,4,0,-252,-4
CN(Cc1ccccc1)C(=O)Nc1ccc(Cl)cc1,-1,-3,2,-12,5,-1,9,-3,1,5
Cc1nonc1NCn1nnc2ccccc21,-4,-1,-1,2,3,4,10,2,2,0
FC(F)(F)c1ccc2c3n(nc2c1)CCN=C3c1ccc(Cl)cc1,-8,-7,-11,2,0,-1,-1,1,-15,-10
CC1CCc2nc(NC(=O)c3ccc(S(=O)(=O)N4CCCc5ccccc54)cc3)sc2C1 (configuration not stated),-6,1,-1,-2,0,1,-1,2,-4,5
CC1(C)CN=C(N(C(=O)Nc2ccccc2)c2ccccc2F)S1,1,1,3,-2,-4,-8,-4,-2,-2,0
COC(=O)C1(CCSC)NC(c2ccc(OC)cc2OC)C2C(=O)N(c3cccc(C(C)=O)c3)C(=O)C21 (configuration not stated),-6,-3,-3,-5,-4,11,5,-4,-6,10
Cc1ccc(C(=O)N2CCN(c3ccc(NC(=O)c4cc(C)cc(C)c4)cc3)CC2)cc1,1,-5,0,4,3,4,3,1,-4,-1
COc1ccc(-c2ccc(-c3nnc(-c4cc(OC)ccc4OC)o3)cc2)cc1,-6,-14,-24,-1,-6,-3,5,-6,-33,4
COC(=O)c1cnc(NC(=O)C2(C)CCCN(C(C)=O)C2)s1 (configuration not stated),1,-5,2,1,-4,-2,0,0,2,5
Cc1sc2c3ccsc3ccc2[n+]1C,1,5,3,-2,-10,-5,8,-10,3,10
O=[N+]([O-])c1cc(Cl)ccc1NCCNS(=O)(=O)c1ccccc1,3,3,5,-7,0,-20,7,-8,5,15
O=C1C(Cc2ccccc2)Nc2ncnc(N3CCOCC3)c2N1Cc1ccccc1 (configuration not stated),-5&-6,-11&-21,-7&-4,-1&5,14&-8,-1&-4,4&-1,11&3,-7&-14,-11&15
O=C(Nc1nccs1)c1ccc(Cl)c(S(=O)(=O)N2CCCCC2)c1,3,10,-3,-4,-8,-2,4,2,-4,7
Cc1nc2ccccc2c2oc(C(=O)NC3CC3)cc12,2,-7,3,3,-3,-5,7,-11,3,-5
CCN(CC)C(=O)c1cn(CCC#N)nc1-c1ccc(F)cc1,-4,3,0,-4,2,0,6,4,2,5
CCCCCC(=O)NNC(=S)NC(=O)c1ccccc1[N+](=O)[O-],-2,2,-2,11,0,16,2,-1,-3,6
Cn1c(=O)cc(SCC(=O)NCCC2=CCCCC2)c2cc(Cl)ccc21,-3,-2,0,5,-2,17,-5,0,2,-8
COc1ccc(C(=O)/C=C/c2ccc(O)cc2)c(O)c1CC=C(C)C,3,11,0,-11,-6,0,16,-4,-1,4
O=C(CCc1ccccc1)N/N=C/c1cccc(O)c1,1,2,1,-10,0,5,7,2,-1,14
CC(C)CCC(C)NC(=O)c1ccc2nccnc2c1 (configuration not stated),-4,-3,-2,-4,-10,6,11,4,-3,4
O=C(Nc1ccc(F)cc1)c1ccc(C(=O)N2CCOCC2)cc1,-5,3,2,-4,-3,8,5,6,1,-6
O=S(=O)(CS(=O)(=O)Oc1ccccc1)Oc1ccccc1,-2,-6,1,12,-2,-3,-12,5,0,2
CCOC(=O)C1CCCN(C(=O)c2ccc3c(c2)CCO3)CC1 (configuration not stated),3,1,3,3,9,-13,5,5,1,3
CCCCCC(=O)N1CC2(CC(c3cccc(NC(=O)c4ccccc4)c3)=NO2)C[C@@H]1C(N)=O (some centres not stated),-2,11,0,0,-4,0,15,-3,1,12
CC(Oc1ccccc1)C(=O)OCC(=O)Nc1ccc2c(c1)OCO2 (configuration not stated),-2,-7,-6,3,9,-2,12,1,-3,2
COc1ccc2c(c1)C(=O)C1NC(=O)NC(=O)C1(Br)N2 (configuration not stated),2,-5,0,0,11,4,6,2,4,7
CSCCC(NC(=O)c1ccc([N+](=O)[O-])cc1Cl)C(=O)OCC(=O)N1CCN(C(C)=O)CC1 (configuration not stated),-5,0,0,4,1,-8,15,-4,-3,-12
O=C(CSc1nc(-c2ccccc2)cs1)N1CCN(C(=O)c2ccco2)CC1,1,-4,2,-2,3,4,-2,-6,2,-10
Oc1cccc2oc(=S)[nH]c12,-4,-3,1,7,0,2,-9,3,1,-7
Cc1ccc(CNc2nc(NCC3CC3)nc3ccsc23)c(C)c1,-2,-7,3,0,-2,-5,0,1,1,-3
CCOC(=O)C1=C(C)Nc2nnnn2C1c1c[nH]c2ccccc12 (configuration not stated),4,5,2,6,2,-12,3,-5,3,10
O=C(CN1CCCCCC1=O)OCc1ncc(-c2ccccc2)o1,-1,-14,-4,9,1,12,10,0,-3,-8
COc1ccc(N2CCN(C(=O)c3ccc(N4CCCCS4(=O)=O)cc3)CC2)cc1,-3,-1,3,3,0,8,8,-5,-6,-3
CC(c1ccccc1)N(CCC(c1ccccc1)C1CCOC(C)(C)C1)C(=O)c1ccco1 (configuration not stated),3,13,4,7,-4,-12,-2,-2,1,-3
CCCn1ncc(CN2CCC(CO)(Cc3ccc(OC)cc3)CC2)c1C,-1,-3,2,-3,-2,11,-3,9,-1,-5
Cc1ccc(C2(c3ccc(C)cc3)CC2C(=O)NC(C)C)cc1 (configuration not stated),0,-6,3,0,2,-14,-1,0,-3,-8
O=C(NCc1ccccc1)c1ccc2nnsc2c1,-5,-5,2,-3,-6,14,5,3,-6,-9
Cc1ccc(-n2c(C)cc(C(=O)COc3cccnc3[N+](=O)[O-])c2C)cc1,-4,-3,-3,8,-1,11,1,-3,-3,6
CC(C)OC(=O)c1ccc(NC(=O)C2C3CC4OC(=O)C2C4C3)cc1 (configuration not stated),-4,0,-4,-7,-4,-13,4,3,1,12
CN1C(=O)[C@H](Cc2ccc([N+](=O)[O-])cc2)NC1=S,-1,4,7,13,-1,-4,-1,-5,3,13
N=C1C(c2nc3ccccc3s2)=C(O)CN1Cc1ccccc1,0,3,-1,-5,-5,-5,9,-6,0,-4
CN(C)Cc1c(C(C)(C)O)[nH]c2ccc(C(F)(F)F)cc12,-5,-16,3,-5,-4,-5,-1,-1,0,0
COc1ccc2c(c1OC)CCC2=O,-6,-16,-2,-3,5,4,7,-6,-5,-3
Cc1ccccc1-n1ccnc1SCC(=O)NCC1CCCO1 (configuration not stated),-1,-2,0,0,0,15,6,-6,-8,-5
COc1ccc(CN2C[C@@H](CO)O[C@@H](n3cnc4c(NCCO)ncnc43)C2)cc1,-1,-4,-1,12,3,-4,-11,5,-1,0
